aSyn tox rescue – alpha-synuclein toxicity suppression in yeast; S. cerevisiae alpha-synuclein toxicity rescue, BacTiter-Glo growth, 24 h; Potency, µM (highest dose often 46.1 µM), for inactives: at the top dose growth rescue (activation), usual class: activators; 94,000 tested, 0.02% active; AID 1347070; active = well fitted activation curve with a large enough effect; inconclusive = small, poorly fitted or top-dose-only effect; note: 0% is about no effect
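Growth restoration measured by BacTiter-Glo luminescence after 24 hr at 30 deg C; alpha-synuclein yeast, raffinose-pregrown to mid-log, were added at OD600=0.02 in galactose medium onto pinned compounds.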
The depositor's hits bear a star; [ ] = another dose, or the depositor's remark. Potency is the fitted concentration of half-maximal effect. The list is partial. The share of hits here may be higher or lower than overall.

What do the screens show for `COc1cc(C2c3c([nH]c(=O)[nH]c3=O)Nc3ccc4ccccc4c32)cc(OC)c1OC` (stereo unspecified)?
aSyn tox rescue: -3%

How did O=C1CCC(=O)N1c1cccc(-c2nc3ccccc3o2)c1 do in these assays?
aSyn tox rescue: -9%

Results for CCOc1ccc(Cl)cc1S(=O)(=O)N1CCC(C(=O)NCC2CCCO2)CC1 (stereo unspecified) ?
aSyn tox rescue: -9%

How did Cc1ccc(C)c(C(=O)OCC(=O)NC(=O)NCc2ccccc2)c1 do in these assays?
aSyn tox rescue: 4%

How did Cn1nnc2c(NCc3ccccc3Cl)ncnc21 do in these assays?
aSyn tox rescue: -6%

What do the screens show for `COc1ccc(CCN2C(=O)c3[nH]nc(-c4ccccc4O)c3C2c2cccc(OC)c2)cc1` (stereo unspecified)?
aSyn tox rescue: 4%

How did CCc1c(C)[nH]c2ccc(OC)cc2c1=S do in these assays?
aSyn tox rescue: -7%

Results for O=C(CN1C(=O)C2CCCCC2C1=O)Nc1ccccc1N1CCCC1 (stereo unspecified) ?
aSyn tox rescue: -4%

What do the screens show for `Cc1cn2c(=O)cc(COC(=O)c3cccc(NC(=O)c4ccccc4C)c3)nc2s1`?
aSyn tox rescue: 1%

Results for COc1cc2c(cc1OC)CN(C(=O)CN1C(=O)NC3(CCCCC3C)C1=O)CC2 (stereo unspecified) ?
aSyn tox rescue: 7%

What do the screens show for `COc1ccc(-c2cc(C(F)(F)F)n3nc(C(=O)Nc4cccc(Cl)c4C)cc3n2)cc1`?
aSyn tox rescue: 1%

How did CCOc1ccccc1CNC(=O)CN1C(=O)c2cccnc2Oc2ccc(Cl)cc21 do in these assays?
aSyn tox rescue: -4%

Results for Cc1ncc(C[n+]2csc(CCOC(=O)C34CC5CC(CC(C5)C3)C4)c2C)c(N)n1 ?
aSyn tox rescue: 7%

What do the screens show for `Cn1c(=O)c2c(nc(SCC(=O)Nc3ccc(F)cc3)n2Cc2ccc(Cl)cc2)n(C)c1=O`?
aSyn tox rescue: 1%

Results for O=C(c1ccco1)[C@@H]1[C@@H]2C(=O)N(c3ccc(F)cc3)C(=O)[C@@H]2[C@H]2C=Cc3ccccc3N21 ?
aSyn tox rescue: 15%

Results for COc1cc(NS(=O)(=O)c2cccs2)cc(OC)c1 ?
aSyn tox rescue: 9%

How did COc1ccc(NC(=O)CSCC(=O)N(C)CC(=O)Nc2cccc3ccccc23)cc1 do in these assays?
aSyn tox rescue: 0%

What do the screens show for `CCOC(=O)C1CCN(C(=O)C(=O)Nc2ccc3nc4n(c(=O)c3c2)CCCCC4)CC1`?
aSyn tox rescue: -3%

Results for O=C(Nc1cc2ccccc2oc1=O)c1ccccc1 ?
aSyn tox rescue: 7%

What do the screens show for `COc1ccc2[nH]cc(CCNC(=O)Nc3ccc(F)cc3)c2c1`?
aSyn tox rescue: 2%

What do the screens show for `CCOC(=O)C(C)Oc1cccc2c(=O)n(CC(=O)Nc3ccc(OCC)cc3)ccc12` (stereo unspecified)?
aSyn tox rescue: 4%

What do the screens show for `COc1ccc(NC(=O)CCC(=O)NCCO)cc1`?
aSyn tox rescue: -1%

Results for CCOc1ccccc1NC(=O)c1c(NCc2sccc2C)sc2c1CCC(C)C2 (stereo unspecified) ?
aSyn tox rescue: 13%

Results for CCC(C)c1ccccc1N1CC(C(=O)N2CCN(S(=O)(=O)c3ccccc3Br)CC2)CC1=O (stereo unspecified) ?
aSyn tox rescue: -11%

How did Cc1ccc(CCNC(=O)CCCc2nnc3n(C)c(=O)c4sccc4n23)cc1 do in these assays?
aSyn tox rescue: 5%

What do the screens show for `COc1ccc(C(=O)Nc2ccc(N(C)Cc3ccccc3)c(C(=O)O)c2)cc1`?
aSyn tox rescue: -2%

Results for CCC(CC)C(=O)NCc1cccnc1 ?
aSyn tox rescue: 5%

What do the screens show for `CC(C)(C)OC(=O)N1CCC(c2c(C(=O)N3CCC(c4ccccc4)C3)cnn2-c2ccc(Cl)cc2)CC1` (stereo unspecified)?
aSyn tox rescue: inconclusive

Results for C[C@@H]1CN([C@H](C)CO)C(=O)c2c(c3ccccc3n2C)-c2ccccc2CO[C@H]1CN(C)Cc1ccc(-c2ccccc2)cc1 ?
aSyn tox rescue: -30%

Results for CCCOc1ccc(S(=O)(=O)N2C(=O)CC(=O)N(Cc3ccc(OCC)cc3)C2=O)cc1 ?
aSyn tox rescue: 8%

Results for CC1C(=O)N(Cc2cn(CCC3OCCCO3)nn2)CCS(=O)(=O)N1Cc1ccc(-c2ccc(Cl)nc2)cc1 (stereo unspecified) ?
aSyn tox rescue: -2%

Results for O=C(Nc1c(F)c(F)c(F)c(F)c1F)c1ccc(Br)o1 ?
aSyn tox rescue: -2%

What do the screens show for `COc1ccc(OC)c([C@@H]2Nc3ccc(C(=O)O)cc3[C@@H]3C=CC[C@@H]32)c1`?
aSyn tox rescue: -28%

Results for C/C(=N\NC(=O)c1cc(C)[nH]n1)c1cccs1 ?
aSyn tox rescue: -5%

What do the screens show for `COc1ccc(S(=O)(=O)N2CCC(C(=O)NC3CCCCC3)CC2)cc1C`?
aSyn tox rescue: 10%

Results for COC(=O)c1cc(=O)n(Cc2cccs2)c(=Nc2ccccc2)s1 ?
aSyn tox rescue: 7%

How did COc1cc(/C=C/C(=O)OCC(=O)NCCc2ccc(S(N)(=O)=O)cc2)ccc1OCC#N do in these assays?
aSyn tox rescue: 4%

What do the screens show for `Cc1ccccc1-c1noc(-c2ccc(N3CCOCC3)c([N+](=O)[O-])c2)n1`?
aSyn tox rescue: -9%

Results for COc1cccc(-c2nnc(-c3ccccc3NC(=O)c3ccc(C(C)(C)C)cc3)o2)c1 ?
aSyn tox rescue: 0%

Results for O=C(NNC(=O)c1cc(-c2ccc(Cl)cc2)nc2ccccc12)c1csc(N2CCOCC2)n1 ?
aSyn tox rescue: 6%

How did CC(C)Oc1ccc(/C=C(\C#N)C(=O)NC2CC2)cc1 do in these assays?
aSyn tox rescue: 3%

Results for CNC[C@@H]1OCc2ccccc2-c2c(n(C)c3ccccc23)C(=O)N([C@H](C)CO)C[C@@H]1C ?
aSyn tox rescue: -4%

Results for CCOC(=O)c1c(NC(=O)c2ccc(OCC)c(Br)c2)sc2c1CCCC2 ?
aSyn tox rescue: -5%

What do the screens show for `N#Cc1cc2ccncc2c2ccccc12`?
aSyn tox rescue: inconclusive

How did Cc1ccc(S(=O)(=O)N(C)c2ccc(OC(C)C(=O)N(C)c3ccccc3)cc2)cc1 (stereo unspecified) do in these assays?
aSyn tox rescue: -11%

Filtered by structure: the compounds so far containing a Cl atom
Results for CCOc1ccc(Cl)cc1S(=O)(=O)N1CCC(C(=O)NCC2CCCO2)CC1 (stereo unspecified) ?
aSyn tox rescue: -9%

How did Cn1nnc2c(NCc3ccccc3Cl)ncnc21 do in these assays?
aSyn tox rescue: -6%

What do the screens show for `COc1ccc(-c2cc(C(F)(F)F)n3nc(C(=O)Nc4cccc(Cl)c4C)cc3n2)cc1`?
aSyn tox rescue: 1%

How did CCOc1ccccc1CNC(=O)CN1C(=O)c2cccnc2Oc2ccc(Cl)cc21 do in these assays?
aSyn tox rescue: -4%

What do the screens show for `Cn1c(=O)c2c(nc(SCC(=O)Nc3ccc(F)cc3)n2Cc2ccc(Cl)cc2)n(C)c1=O`?
aSyn tox rescue: 1%

What do the screens show for `CC(C)(C)OC(=O)N1CCC(c2c(C(=O)N3CCC(c4ccccc4)C3)cnn2-c2ccc(Cl)cc2)CC1` (stereo unspecified)?
aSyn tox rescue: inconclusive

Results for CC1C(=O)N(Cc2cn(CCC3OCCCO3)nn2)CCS(=O)(=O)N1Cc1ccc(-c2ccc(Cl)nc2)cc1 (stereo unspecified) ?
aSyn tox rescue: -2%

Results for O=C(NNC(=O)c1cc(-c2ccc(Cl)cc2)nc2ccccc12)c1csc(N2CCOCC2)n1 ?
aSyn tox rescue: 6%

Additional records.
How did COc1ccc(NC(=O)CN(C)C(=O)c2cccc(S(=O)(=O)Nc3ccc(OC)cc3)c2)cc1 do in these assays?
aSyn tox rescue: 5%

How did c1ccc2c(c1)ccc1ccccc12 do in these assays?
aSyn tox rescue: -9%

What do the screens show for `CCCCc1nc2sc3c(=O)[nH]cnc3c2c2c1CCCC2`?
aSyn tox rescue: -3%

How did O=C(NCCS(=O)(=O)N1CCN(c2ccccc2F)CC1)C1CC(=O)N(c2ccc(F)cc2)C1 (stereo unspecified) do in these assays?
aSyn tox rescue: 1%

Results for CC(=O)Nc1ccc2c(CSc3nncs3)cc(=O)oc2c1 ?
aSyn tox rescue: -5%

How did Cc1ccc(CN2CCCn3nc(C(=O)NCc4ccccc4Cl)cc3C2=O)cc1 do in these assays?
aSyn tox rescue: 8%

Results for CC(C)(C)NC(=S)NNC(=O)c1ccncc1 ?
aSyn tox rescue: -10%

What do the screens show for `O=C(NCC(=O)N1CCN(c2ccccc2O)CC1)c1ccccc1`?
aSyn tox rescue: 3%

What do the screens show for `CCOc1ccc(NS(=O)(=O)c2ccc(C(=O)NCc3ccncc3)cc2)cc1`?
aSyn tox rescue: 9%

How did CC(C)=Cc1c(O)nc2ccccn2c1=O do in these assays?
aSyn tox rescue: -2%

How did COc1ccc(Cl)cc1NC(=O)C1CCN(c2nnc(C)c3c(C)n(-c4ccccc4)nc23)CC1 do in these assays?
aSyn tox rescue: -18%

How did CCc1ccc(NC(=O)CSc2ccc3nc(-c4ccc(OC)cc4)cn3n2)cc1 do in these assays?
aSyn tox rescue: -1%

Results for Nc1nonc1C(=O)NCCNC(=O)c1cccc(Cl)c1 ?
aSyn tox rescue: -10%

Results for Cc1c(C)n(C)c2ccc(C(=O)N3CCN(c4ccccc4)CC3)cc12 ?
aSyn tox rescue: 9%

How did CCOc1ccc(C(=O)NCc2ccc3c(c2)CCN3C(=O)c2ccc(Cl)cc2)cc1 do in these assays?
aSyn tox rescue: -4%

How did Cc1ccccc1Cn1c(SCc2ccc(C(=O)NC3CCCC3)cc2)nc2ccncc21 do in these assays?
aSyn tox rescue: -3%

How did CCc1ccc2occ(CC(=O)Nc3c(C(=O)Nc4ccc(C)cc4)oc4ccccc34)c2c1 do in these assays?
aSyn tox rescue: 2%

What do the screens show for `CCc1ccc(-n2c(=O)c3c4c(sc3n(CC(=O)c3ccc(Cl)cc3)c2=O)CCC4)cc1`?
aSyn tox rescue: 2%

Results for Cc1ccccc1CS(=O)(=O)Cc1ccc(C(=O)NCCCN2CCOCC2)o1 ?
aSyn tox rescue: 0%

What do the screens show for `COc1ccc(CCNC(=O)CS(=O)Cc2nc(-c3ccccc3F)oc2C)cc1OC` (stereo unspecified)?
aSyn tox rescue: 3%

How did CCN(CC)CCNC(=O)c1ccc(NC(=O)c2ccc(C(=O)c3ccccc3)cc2)cc1 do in these assays?
aSyn tox rescue: 1%

Results for O=C(NCc1ccccc1F)C(=O)NCC1CCCN1S(=O)(=O)c1cccs1 (stereo unspecified) ?
aSyn tox rescue: 4%

What do the screens show for `CCCNC(=O)c1c(NC(=O)c2ccccc2F)sc2c1CCCCC2`?
aSyn tox rescue: 1%

Results for CCC(=O)N(C)CCc1cc2c(c(OC)c1/C=N/Nc1ccc(C(=O)O)cc1)OCO2 ?
aSyn tox rescue: 2%

Results for COc1ccc(CCNC(=O)CCCCn2c(=O)c3ccccc3n(Cc3ccc(Cl)cc3)c2=O)cc1OC ?
aSyn tox rescue: 15%

Results for Cc1oc(-c2cccc(Cl)c2)nc1CN1CCCC(C(=O)NCCc2ccc(Cl)cc2)C1 (stereo unspecified) ?
aSyn tox rescue: -7%

How did Cc1ccccc1CN1CCc2cc([N+](=O)[O-])ccc21 do in these assays?
aSyn tox rescue: 0%

Results for COc1ccc(S(=O)(=O)NCc2cccn2Cc2cc(C)ccc2C)cc1OC ?
aSyn tox rescue: 7%

How did CNS(=O)(=O)c1cn(CC(=O)N2CCN(c3ccccc3F)CC2)cc1S(=O)(=O)NC do in these assays?
aSyn tox rescue: -7%

What do the screens show for `CC(=O)N1c2c(cc(Br)cc2S(=O)(=O)Nc2c(C)n(C)n(-c3ccccc3)c2=O)CC1C` (stereo unspecified)?
aSyn tox rescue: -2%

How did Cc1cc(OCC(=O)N(C)C2CCCCC2)ccc1Cl do in these assays?
aSyn tox rescue: 3%

What do the screens show for `CCOc1ccc(OCCNC(=O)c2cc(C3CC3)nc3c2cnn3C(C)C)cc1`?
aSyn tox rescue: -14%

Results for Cc1ccc(-c2nnc(Nc3ccc(O)cc3)c3ccccc23)cc1S(=O)(=O)N1CCN(C)CC1 ?
aSyn tox rescue: 6%

How did C(=N\Nc1nn2cnnc2c2ccccc12)/c1ccco1 do in these assays?
aSyn tox rescue: -18%

How did CCN(CC)S(=O)(=O)c1ccc(N2CCOCC2)c(NC(=O)c2cc(=O)[nH]c3ccccc23)c1 do in these assays?
aSyn tox rescue: -10%

Results for O=C(Nc1ccc2oc(-c3cc(Br)ccc3Cl)nc2c1)c1cc2ccccc2o1 ?
aSyn tox rescue: -44%[inhibitor]

How did COc1cccc(-c2nnc(-c3ccccc3NC(=O)c3ccc(F)cc3F)o2)c1 do in these assays?
aSyn tox rescue: -2%

How did O=C(CSc1nc2ccccc2o1)N/N=C/c1ccc(C(=O)O)cc1 do in these assays?
aSyn tox rescue: -8%

Results for CCC(C)c1ccccc1NC(=O)c1[nH]c(C)c(C(C)=O)c1C (stereo unspecified) ?
aSyn tox rescue: -12%

Results for CC(C)c1ccc(C2CC(=O)Nc3cc4c(cc32)OCCO4)cc1 (stereo unspecified) ?
aSyn tox rescue: 7%
